Screening results (PubChem)
S3 lipid droplet = qHTS Assay for Lipid Storage Modulators in Drosophila S3 Cells; Potency in µM for hits, for the others lipid storage change, negative = inhibition, % at the top dose, mostly 46.1 µM; Drosophila S3 cells, BODIPY lipid droplet fluorescence, 18-24 h; cells fed with added oleic acid; AID 2685; hit rate 0.64% among 320,000; active means well fitted inhibition curve with a large enough effect in the signal ratio, with a control signal flat, not every such curve was filed as active; inconclusive means small, poorly fitted or top-dose-only effect, or effect the other way, or a change in a side signal; the % refers to the signal ratio
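Drosophila S3 cells got compounds at several concentrations plus oleic acid (400 uM solution). Laser-scanning cytometry with 488 nm excitation read lipid droplets at 500-530 nm and cells at 575-640 nm. Percent activity was relative to 20 uM Triacsin C.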
S3 lipid droplet cell count max = recorded beside S3 lipid droplet, whose call it bears; cell number change, %; measured here: cell count max response;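 cells counted by Cell Tracker Red CMTPX staining in the red channel; peak over a dose series mostly up to 46.1 µM; percent activity relative to internal control wells on each plate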
Numbers without * were called inactive; i = inactive; ? = inconclusive; nt = no result given. On the % scale 0 is the no-effect control and ±100 the full control effect; potency means the concentration at half of the fitted maximal effect. Only part of the results is shown. The share of hits here may be higher or lower than overall.

| Molecule | S3 lipid droplet | S3 lipid droplet cell count max |
| --- | --- | --- |
| CC1(C)CC(=NO)CC(C)(C)N1 | ? | nt |
| O=C(Cn1cnc2c(cnn2-c2ccccc2)c1=O)N1CCN(c2ccc(F)cc2)CC1 | 22% | 16 |
| COc1ccccc1CNS(=O)(=O)c1ccc2c(c1)NC(=O)CS2 | i | -1 |
| CCCCOC(=O)C1=C(C)NC2=C(C(=O)CCC2)C1c1cc(OC)ccc1OC (stereo unspecified) | ? | nt |
| C=CCNC(=O)c1onc(CSc2ccc(C)c(C)c2)c1C(=O)O | -2% | 7 |
| Cc1ccc(S(=O)(=O)N2CCN(C(=O)CN3C(=O)c4ccc([N+](=O)[O-])cc4C3=O)CC2)c(C)c1 | ? | nt |
| CN(CC/C=C1/c2ccccc2CSc2ccccc21)CCCO | ? | nt |
| O=C(O)c1ccccc1C(=O)NC1CCCCNC1=O (stereo unspecified) | ? | nt |
| CCc1nnc(NC(=O)COC(=O)CN2C(=O)c3ccccc3C2=O)s1 | 1% | 5 |
| CCc1sc(N(C(=O)Cc2ccccc2)c2ccccc2F)nc1-c1ccc(C)cc1 | 3% | 12 |
| Cc1cc(O)c(C(C)C)cc1N=C1CSC(=O)N1 | 13% | -10 |
| CCN=C1NN=C(c2c[nH]c3ccccc23)CS1 | -7% | 4 |
| CC1CCN(C(=S)NC(=O)c2ccccc2Br)CC1 | -1% | 12 |
| O=C(O)CCCSc1nccn1-c1ccccc1 | ? | nt |
| CC1CC1C(=O)Nc1nc(-c2ccc(Cl)s2)cs1 (stereo unspecified) | 23% | nt |
| COc1ccc(N2CCN(C(=O)c3cn(C)c4ccc(S(=O)(=O)N5CCOCC5)cc4c3=O)CC2)cc1 | ? | nt |
| COCCN(C(=O)c1ccc(C)o1)c1c(N)n(CC(C)C)c(=O)[nH]c1=O | ? | nt |
| Oc1ccccc1-c1nnc2n1CCCCC2 | 7% | 9 |
| O=C(Nc1nnc(SCc2c(Cl)cccc2Cl)s1)c1cccc([N+](=O)[O-])c1 | ? | nt |
| COCCSc1ccccc1C(=O)NCCc1ccccc1 | ? | nt |
| Cc1nc2ccccc2c(C)c1CC(=O)OC(C)C(=O)NC1(C#N)CCCCC1 (stereo unspecified) | ? | nt |
| O=C(CSC(=S)N1CCOCC1)Nc1nc(-c2ccccc2)c(-c2ccccc2)o1 | ? | nt |
| Cc1ccc(N2CC(C(=O)NC3CCC(C)CC3)CC2=O)cc1 (stereo unspecified) | -11% | 6 |
| NC(=O)c1cc([N+](=O)[O-])ccc1NCc1ccc(N)cc1 | ? | nt |
| O=C(CCn1c(=O)sc2ccccc21)NC1=NCCS1 | 6% | 4 |
| O=C(Nc1ccc2c(c1)OCO2)[C@@H]1[C@@H]2C(=O)N(C3CCCCC3)C(=O)[C@@H]2C2c3ccccc3C=CN21 (stereo partly specified) | i | nt |
| O=S(=O)(NCc1cccnc1)c1ccc(Cl)c(Cl)c1 | 2% | -1 |
| CCCN1CC=C2C(C#N)=C(N)C(C#N)(C#N)C(c3cccc(OC)c3OC)C2C1 (stereo unspecified) | i | nt |
| CC(OC(=O)/C=C/c1cccc(Cl)c1)C(=O)NC1CCCCC1C (stereo unspecified) | ? | nt |
| CNc1snc(C)c1C(=O)OCC(=O)Nc1ccc(C)cc1F | ? | nt |
| Cc1c(C(=O)O)cccc1-n1c(C)cc(/C=N/Nc2ccc([N+](=O)[O-])cn2)c1C | 2% | -2 |
| COc1cccc(C(=O)NCCN2C(=O)S/C(=C/c3cccs3)C2=O)c1OC | -21% | 7 |
| O=C(NC(Cc1ccc2c(c1)OCO2)C(=O)NC(Cc1ccccc1)C(=O)O)c1ccccc1 (stereo unspecified) | ? | nt |
| Cc1cccc(C(=O)NCc2ccco2)c1 | ? | nt |
| CC(C)(C)c1ccc(SCCc2cccnc2)cc1 | ? | nt |
| Cc1ccc2cc(CCNS(=O)(=O)c3ccc(F)cc3)c(=O)[nH]c2c1C | -18% | -14 |
| Nc1c(C(=O)N/N=C/c2cccnc2)oc2nc(-c3ccccc3)cc(-c3ccco3)c12 | 1% | -3 |
| C=CCn1c(C)nnc1SCC(=O)c1[nH]c(C)c(C(C)=O)c1C | ? | nt |
| COc1ccccc1N1CC(C)(C)C(=O)N(C(=O)c2ccc(C)cc2)C1=S | -3% | 7 |
| COc1cc(OC)c(-c2nn3c(-c4cccnc4)nnc3s2)cc1OC | 21% | -16 |
| Cc1cccc(NC(=O)/C(C#N)=C\c2ccc(C(=O)O)cc2)c1 | 2% | -1 |
| c1cnc(NC2C3CC4CC(C3)CC2C4)nc1 (stereo unspecified) | i | 3 |
| O=C(Nc1ccccn1)c1ccc(-c2ccccc2)cc1 | -9% | -5 |
| CCc1ccc(NC(=S)N2CCCCCCC2)cc1 | ? | nt |
| O=C(COC(=O)C1=COCCO1)Nc1cccc(Oc2ccccc2)c1 | ? | nt |
| CCn1c(=O)c(C(=O)NNC(=O)Cc2ccccc2)c(O)c2ccccc21 | ? | nt |
| Cn1cccc1C(=O)NC(=O)COC(=O)c1cc(Cl)ccc1[N+](=O)[O-] | -11% | 14 |
| Cc1cc(C)c(S(=O)(=O)NCc2cn3c(C)csc3n2)cc1C | ? | nt |
| Cc1cc(C)nc(SC(C(=O)O)c2ccccc2)n1 (stereo unspecified) | 12% | 0 |
| COc1ccc(C(=O)CSc2nc3c(c(=O)n(C)c(=O)n3C)n2C)cc1 | ? | nt |
| O/N=C1\CCCc2nnc3c(c21)CCCC3 | 15% | 3 |
| Cc1cc(C)c2oc(C(=O)Nc3ccc(S(=O)(=O)Nc4nccs4)cc3)cc(=O)c2c1 | ? | nt |
| CC(NC(=O)COc1cccnc1[N+](=O)[O-])c1ccc(Cl)cc1Cl (stereo unspecified) | 10% | 16 |
| CCc1ccc(N2C(=O)C3CCCN3C2=S)cc1 (stereo unspecified) | ? | nt |
| COc1ccc(C2CC(c3cccs3)=NN2C(=O)COC(=O)C2CCCCC2)cc1OC (stereo unspecified) | i | nt |
| COCCn1c(=O)[nH]c(=O)c2cc(C(=O)c3cc(OC)ccc3O)cnc21 | 17% | -5 |
| COc1cccc(OCC(=O)NN=C2c3ccccc3-c3ccccc32)c1 | ? | nt |
| C/C(=N\NC(=O)c1cccc(C)c1O)c1ccc(NC(=O)Cc2ccccc2)cc1 | i | -11 |
| Cc1cc(N=Cc2c(O)ccc3cc(Br)ccc23)no1 | ? | nt |
| COCCCNC(=O)[C@H](CSCc1ccccc1)N1Cc2ccccc2C1=O | ? | nt |

Next part.
| Molecule | S3 lipid droplet | S3 lipid droplet cell count max |
| --- | --- | --- |
| COC(=O)c1cc(OC)c(OC)cc1N=CC1=C(O)CC(C)(C)CC1=O | 19% | -1 |
| CCC(C)[C@H](NC(=O)NCc1ccccn1)C(=O)OC (stereo partly specified) | 13% | -10 |
| O=C(N/N=C/C=C\c1ccccc1[N+](=O)[O-])c1ccncc1 | ? | nt |
| O=S(=O)(NCc1ccccn1)c1cc(OCC(F)(F)F)ccc1OCC(F)(F)F | 0% | 8 |
| COc1ccc(S(=O)(=O)NCCCCOc2ccc(Cl)cc2)cc1 | -11% | -20 |
| N=c1c2c3c(sc2ncn1N)CCCC3 | ? | nt |
| O=C(NNC(=O)C1CCN(S(=O)(=O)c2ccccc2)CC1)c1ccccc1O | ? | nt |
| O=C(Nc1cccc(Cl)c1)c1ccc(Cn2cc(Cl)cn2)cc1 | 0% | 0 |
| Cc1cc(=O)oc(C)c1C(=O)N1CCN(Cc2ccc3c(c2)OCO3)CC1 | ? | nt |
| O=C(Nc1ccccc1Cl)c1ccc(COc2ccc3c(c2)CCC3)cc1 | -5% | -24 |
| Clc1ncn(C23CC4CC(CC(C4)C2)C3)n1 | ? | nt |
| Cc1nn(CC(=O)N2CCCCC2)c(=O)c2nn(-c3ccccc3)c(C)c12 | i | nt |
| COc1cccc(CNC(=O)N[C@@H](CC(C)C)C(=O)O)c1 | ? | nt |
| CCn1nc(C)cc1C(=O)OCC(=O)c1ccc(Cl)cc1 | ? | nt |
| CCOC(=O)Cn1nc(NC(=O)COc2ccc(F)cc2)cc1C | ? | nt |
| COc1ccc(CCC(C)NCc2cccc(Br)c2)cc1 (stereo unspecified) | i | -7 |
| O=C(NCC(=O)N1CCC2(CC1)NCCc1[nH]cnc12)c1ccc2ccccc2c1 | ? | nt |
| O=C(N/N=C/c1cccnc1)c1ccc(O)cc1 | 4% | 26 |
| Cc1nc(NC2=NCN(Cc3ccc4c(c3)OCO4)CN2)nc2ccccc12 | 8% | -1 |
| O=C(Cc1ccccc1F)c1ccc(O)cc1O | ? | nt |
| COCCNC(=O)C(c1ccc(Cl)cc1)N(Cc1ccco1)C(=O)CCC(=O)Nc1ccccn1 (stereo unspecified) | ? | nt |
| O=C(c1ccc2nc(Cc3ccccc3F)oc2c1)N1CCCC1 | ? | nt |
| CN(CC(=O)Nc1ccccc1Cl)C(=O)COC(=O)c1ccccc1[N+](=O)[O-] | -9% | -13 |
| N#Cc1ccccc1S(=O)(=O)N1CCN(CC(O)COc2ccccc2F)CC1 (stereo unspecified) | ? | nt |
| NS(=O)(=O)c1ccc(N/N=C/c2ccccc2C(=O)O)c([N+](=O)[O-])c1 | ? | nt |
| O=C(c1ccc(S(=O)(=O)N2CCCCC2)cc1)N1CCN(Cc2ccc3c(c2)OCO3)CC1 | ? | nt |
| CC(C)N(C(=O)Cn1c(SCC(=O)NCc2ccc3c(c2)OCO3)nc2ccccc21)C(C)C | 8% | -2 |
| CCOC(=O)c1c(-c2ccc(OC)cc2)csc1/N=C/N(C)C | ? | nt |
| CCNC(=O)NC(=O)C(C)OC(=O)c1cccn1C (stereo unspecified) | ? | nt |
| CCC(CC)CN1C(N(C)C)=NC[C@@H]1CC(C)C | 10% | 20 |
| COc1ccc(N2CCN(C(=O)CSc3ccc([N+](=O)[O-])cc3)CC2)cc1 | 20% | nt |
| Cc1cccc(N2CCN(C(=O)c3ccccc3SCC(=O)N3CCCC3)CC2)c1C | ? | nt |
| Cc1cc(OCC(F)(F)C(F)(F)C(F)(F)C(F)F)nc(N)n1 | 5% | -5 |
| Clc1ccc(CN2CCSCC2)cc1Cl | ? | nt |
| COc1cccc(C(=O)Oc2c(Br)cc(Br)cc2/C=N/NC(=O)c2cc(C)[nH]n2)c1 | i | nt |
| Cc1ccnc(NC(=S)NC(=O)c2cncc(Br)c2)c1 | ? | nt |
| COCCN1Cc2cccc(C(=O)Nc3cc(OC)ccc3OC)c2C1=O | ? | nt |
| CCN1CCN(C(=O)c2cc(S(=O)(=O)Nc3ccc(S(C)(=O)=O)cc3)ccc2Cl)CC1 | ? | nt |
| C/C(CCc1ccccc1)=N\NC(=O)c1ccccc1 | 11% | 2 |
| C=CCOc1ccc(C2NC(=S)NC3=C2CCc2ccccc23)cc1 (stereo unspecified) | ? | nt |
| Oc1ccccc1C1=Nc2ccccc2N=C(c2cccs2)C1 | 9% | 5 |
| CCC(Sc1nc2ncccc2[nH]1)C(=O)NCCc1ccccc1 (stereo unspecified) | -20% | -4 |
| O=[N+]([O-])c1ccc(N2CCCCC2)nc1N1CCCCC1 | ? | nt |
| Cc1ccnc(NS(=O)(=O)c2ccc(NC(=O)c3oc4ccc(F)cc4c3C)cc2)n1 | ? | nt |
| O=C(CNCc1ccccc1)Nc1cccc(Cl)c1Cl | ? | nt |
| O=C(Cn1c(C(F)(F)F)nc2ccccc21)NCCN1CCCC1 | -6% | 3 |
| CCCCn1c(N)c(N(CC(C)C)C(=O)c2ccc([N+](=O)[O-])o2)c(=O)[nH]c1=O | ? | nt |
| COc1ccc(-c2c(C)nn3c(N4CCN(Cc5ccccc5)CC4)cc(C)nc23)cc1OC | ? | nt |
| COc1ccc(S(=O)(=O)N[C@H](C(=O)N2CC[C@@]3(O)CCCC[C@H]3C2)c2ccccc2)cc1 | ? | nt |
| O=C(c1ccccc1)c1nc2ccccc2n(CCCn2c(=O)c(C(=O)c3ccccc3)nc3ccccc32)c1=O | ? | nt |
| Cn1c(SCC(=O)NC2CC2)nnc1-c1ccccc1 | 38% | nt |
| Fc1ccc(NCc2nnc(SCc3nnc(-c4ccccc4)o3)n2Cc2ccccc2)cc1 | ? | nt |
| Cc1cc(C)c(S(=O)(=O)c2ccccc2)c(OC(=O)c2cc(F)c(F)cc2Cl)n1 | 1% | -7 |
| CCOC(=O)C1=C(C)NC(=S)NC1C (stereo unspecified) | ? | nt |
| COCc1[nH]nc2c1C(c1cccc(OC)c1)C(C#N)=C(N)O2 (stereo unspecified) | ? | nt |
| Cc1ccc(C2(CC(=O)O)CCOC(C)(C)C2)cc1 (stereo unspecified) | -4% | 4 |
| CSCCC(NC(=O)c1ccccc1Cl)C(=O)N1CC(C)OC(C)C1 (stereo unspecified) | ? | nt |
| CC(CC(=O)NCc1ccccc1)C1CCCO1 (stereo unspecified) | ? | nt |
| COc1ccccc1NC(=O)COc1ccc(-c2nn(C)c(=O)c3ccccc23)cc1 | ? | nt |
